M4 ag – CHRM4 agonism in calcium assay; activation, % at 3 µM; CHO-K1 hM4/Gqi5, Fluo-8 calcium fluorescence; vehicle 0%, full acetylcholine response 100%; AID 624127; 360,000 compounds, 0.14% hits;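 active means activation above the run mean over all test wells plus 3 SD, cut at about 32% in these data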;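 further: peak over basal fluorescence ratio per well then scaled between controls; 0% = DMSO wells and 100% = acetylcholine at EC100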
Target sequence (P08173 whole entry, looked up): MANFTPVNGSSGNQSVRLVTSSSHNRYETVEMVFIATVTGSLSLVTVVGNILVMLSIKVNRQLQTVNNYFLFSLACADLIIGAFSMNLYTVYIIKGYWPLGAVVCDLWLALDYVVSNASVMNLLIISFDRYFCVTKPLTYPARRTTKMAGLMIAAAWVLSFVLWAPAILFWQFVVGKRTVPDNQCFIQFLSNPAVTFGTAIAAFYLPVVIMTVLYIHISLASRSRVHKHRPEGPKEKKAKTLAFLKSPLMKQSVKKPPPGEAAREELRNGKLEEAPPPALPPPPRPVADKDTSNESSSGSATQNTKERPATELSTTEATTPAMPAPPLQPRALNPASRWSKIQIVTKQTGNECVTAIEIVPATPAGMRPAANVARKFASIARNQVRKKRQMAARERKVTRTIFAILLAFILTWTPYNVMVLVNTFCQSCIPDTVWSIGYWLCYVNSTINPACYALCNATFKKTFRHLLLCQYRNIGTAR
CHO-K1 Ca PAM – M1 PAM counterscreen hit in parental CHO-K1 cells; ATP EC20, Fluo-8 calcium fluorescence; 0% at ATP EC20, 100% at ATP max; activation, % at 3 µM; 360,000 compounds, 0.02% hits;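 active means activation above the run cutoff, the mean activation of all test compounds plus 3 SD, cut at about 40% in these data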;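 further: peak over basal fluorescence ratio in a 140 s read after ATP addition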
CHO-K1 Ca antag – counter-screen for M1 antagonists: effect in parental CHO-K1 cells. ATP-induced calcium, Fluo-8 fluorescence. inhibition, % at 3 µM. 360,000 compounds, 0.6% hits;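 active means inhibition above a per-plate cutoff, the plate's mean sample inhibition plus 3 SD, cut at about 24% in these data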;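 further: 0% = DMSO plus EC80 ATP and 100% = DMSO alone without ATP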
CHRM4 PAM – CHRM4 positive allosteric modulation; P08173; CHO-K1 hM4/Gqi5, Fluo-8 calcium fluorescence, ACh EC20; 0% = ACh EC20, 100% = maximal ACh; activation, % at 3 µM; 360,000 compounds, 0.4% hits;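 active means activation above its plate's cutoff, the mean activation of sample wells plus 3 SD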; further: some results filed as inactive read as strong as hits
CHRM5 antagonist – CHRM5 antagonism in calcium assay; P08912; CHO-hM5 cells, Fluo-8 calcium fluorescence, ACh EC80; inhibition, % at 3 µM; 360,000 compounds, 0.59% hits;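 active means inhibition above a per-plate cutoff, the mean of that plate's test compounds plus 3 SD, cut at about 27% in these data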;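 further: 0% = acetylcholine EC80 with DMSO and 100% = DMSO without agonist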
Target sequence (P08912 whole entry, looked up): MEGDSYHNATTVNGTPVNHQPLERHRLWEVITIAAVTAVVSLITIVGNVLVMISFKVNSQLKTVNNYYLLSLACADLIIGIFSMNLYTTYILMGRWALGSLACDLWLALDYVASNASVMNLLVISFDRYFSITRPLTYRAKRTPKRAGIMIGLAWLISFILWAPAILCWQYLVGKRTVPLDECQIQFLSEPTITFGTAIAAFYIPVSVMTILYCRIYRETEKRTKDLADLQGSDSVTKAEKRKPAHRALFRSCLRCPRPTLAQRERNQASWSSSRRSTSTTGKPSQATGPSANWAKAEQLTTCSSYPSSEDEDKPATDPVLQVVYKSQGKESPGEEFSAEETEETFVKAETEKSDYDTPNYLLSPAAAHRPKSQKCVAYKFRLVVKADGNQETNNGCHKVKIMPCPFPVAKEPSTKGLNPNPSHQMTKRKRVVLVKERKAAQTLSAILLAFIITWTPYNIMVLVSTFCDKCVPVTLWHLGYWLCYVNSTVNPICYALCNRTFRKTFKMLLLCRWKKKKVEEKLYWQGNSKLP
CHRM5 PAM – potentiates acetylcholine response at human M5 receptor; P08912; CHO-K1 hM5, Fluo-8 calcium, ACh EC20 PAM; 0% = ACh EC20, 100% = ACh EC100; activation, % at 3 µM; 360,000 compounds, 0.3% hits; AID 624038;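 active means activation above the run cutoff, the mean activation of all test compounds plus 3 SD, cut at about 18% in these data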
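Measured by: Fluo-8 calcium fluorescence; material: human M5 receptor in CHO-K1 cells; schedule: Post-acetylcholine fluorescence recording 140 s; benchmarks: low control EC20 acetylcholine (0%), high control EC100 acetylcholine (100%); read-out: Max/basal fluorescence ratio as % of EC20–EC100 ACh window; compound: single dose, 3 µM nominal final test concentration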
M5 ag – CHRM5 agonism in calcium assay; P08912; CHO-K1 hM5 cells, Fluo-8 calcium fluorescence; 0% DMSO wells, 100% maximal acetylcholine response; activation, % at 3 µM; 360,000 compounds, 0.19% hits;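 active means activation above the run's mean over test compounds plus 3 SD, cut at about 23% in these data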;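 further: signal is peak over basal fluorescence ratio across the kinetic read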
M4 antag – blocks acetylcholine activation of human M4 receptor. 360,000 compounds, 0.73% hits. CHO-hM4 cells, ACh EC80, Fluo-8 calcium fluorescence. inhibition, % at 3 µM. AID 624125;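 active means inhibition above its plate's cutoff, the mean inhibition of sample wells plus 3 SD, cut at about 27% in these data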;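 further: 0% = acetylcholine EC80 with DMSO and 100% = DMSO without agonist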
M1 ag parental – M1 agonist counterscreen hit in parental CHO-K1 cells. Fluo-8 calcium fluorescence; scaled to maximal ATP response, vehicle zero. activation, % at 3 µM. 360,000 compounds, 0.48% hits. AID 602248; in the data active means activation above about 15%;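 further: untransfected CHO-K1 host cells lacking M1 receptor as counterscreen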
Starred values were filed as active, the others as inactive; / = no result given.

smiles,CHRM5 PAM,CHO-K1 Ca antag,CHO-K1 Ca PAM,M4 ag,CHRM5 antagonist,M1 ag parental,M4 antag,M5 ag,CHRM4 PAM
O=C(Cn1cc([N+](=O)[O-])cn1)Nc1ccc(Cn2cc(Br)cn2)cc1,-4,16,-14,3,-1,0.5,-6,3,-3
O=C(NCc1cccnc1)c1c(O)c2cccc3c2n(c1=O)CCC3,9,-9,-3,1,14,0.3,4,-3,6
CCC(CC)c1nnc(NC(=O)CN2C(=O)NC3(CCCC3)C2=O)s1,-6,10,2,0,7,12,9,-4,0
Cc1cccc(CN2CCN(C(=O)CN(C)C(C)C(=O)Nc3ccc(C(N)=O)cc3)CC2)c1 (configuration not stated),-2,17,-10,0,4,-0.8,10,0,-4
O=C(c1cc(-c2ccc(Cl)cc2Cl)on1)N1CCCCCC1,0,-6,-5,1,-5,-0.6,-8,-3,2
CCOc1ccc(C(C)=O)cc1COc1ccc(C)nc1[N+](=O)[O-],-4,-6,-3,1,13,1.4,-6,-3,-3
CCNC(=O)COc1cccc(C(=O)NCc2ccccc2)c1,-2,-4,14,1,9,0.1,-3,0,2
CC1(C)CC(=O)C(C=NC2CCCCC2)=C(O)C1,-3,-5,13,0,-5,0.3,-10,1,3
COc1cccc(Nc2ncnc3sc(C)cc23)c1,-4,-12,9,1,3,0.1,-2,-10,0
Cc1ccc(CN2CC(C(=O)Nc3ccc4c(C)cc(=O)oc4c3)CC2=O)cc1 (configuration not stated),-7,-15,18,2,4,0.4,3,-1,-9
Nc1ccc(Nc2ccccc2)c(Cl)c1,1,-2,0,0,-3,0.2,7,2,-1
COCc1cc(C)nc2sc3c(=O)n(Cc4ccco4)nnc3c12,-3,26*,-2,0,5,0.1,-12,0,7
CN(CC(=O)Nc1cccc(F)c1)C(=O)c1cc([N+](=O)[O-])ccc1N1CCCCC1,-7,-12,-21,5,6,0.6,-11,-4,-3
O=c1oc(/C=C/c2ccco2)nc2sc3c(c12)CCC3,2,0,13,0,4,-0.1,1,-2,6
C[C@H]1COC(=O)[C@@H](NC(=O)OCC2c3ccccc3-c3ccccc32)C/C=C\C[C@H](CC(=O)NCCO)C(=O)N1,-4,-6,11,0,9,-0.3,1,-2,1
O=C(OCC(=O)N1CCCC1=O)c1nc(Cl)c(Cl)c(Cl)c1Cl,-5,-12,16,0,10,0.6,7,-4,0
Cc1ccc(NCC2(N=Cc3ccccc3)OC(CO)C(O)C2O)cc1 (configuration not stated),-1,-7,6,2,9,0.5,-10,0,6
CN(C(=O)CCNC(=O)Cn1cnc2ccccc2c1=O)c1ccc(F)cc1,2,-12,5,0,-5,0.7,-1,1,2
CC(C)CC1Nc2ncnc(N3CCCCC3)c2N(Cc2ccc(Br)cc2)C1=O (configuration not stated),-1,-17,16,-1,-4,-0.8,-11,-6,-4
COc1cc(NC(=O)CCNS(=O)(=O)c2cc(Br)cnc2N)cc(OC)c1,7,3,-10,3,5,1.0,-6,-2,-2
CC(C)c1nc(CNC(=O)CC2C(=O)NCCN2Cc2cccc(F)c2F)cs1 (configuration not stated),4,-7,11,1,-13,0.5,-6,0,-3
CCCCOc1ccc(C(=O)OCC(=O)Nc2cc(C)c(C)cc2[N+](=O)[O-])cc1,0,1,7,1,2,0.5,-7,-2,1
CC(C)(C)NC(=O)c1cc([N+](=O)[O-])ccc1N1CCCCC1,-5,6,-9,-1,3,-0.5,13,-4,-7
O=C(Cc1ccccc1)NC(=S)Nc1cccc(C(F)(F)F)c1,-2,-12,19,3,-7,1.3,5,-1,5
Cc1csc(NC(=O)CS(=O)(=O)Cc2ccccc2)n1,-3,-7,8,3,1,-0.2,-23,2,8
CC1CCCN(CCOCCOc2ccc(Br)cc2Cl)C1 (configuration not stated),-5,-9,19,4,2,1.7,21,-7,-16
O=C1C=C(c2ccc3[nH]ccc3c2)CCC1,3,-5,-7,2,17,0.7,11,-2,-2
N#Cc1ccc(C2CC(OCCF)=CC(=O)O2)cc1 (configuration not stated),1,/,/,0,2,/,8,-1,-3
CC(=O)Nc1ccc(Nc2cc(C)nc(Nc3ccc(NC(C)=O)cc3)n2)cc1,-3,-3,3,0,16,0.5,3,2,2
CCCCN(C(=O)c1ccc(C)o1)c1c(N)n(CCCC)c(=O)[nH]c1=O,0,3,16,2,3,-0.1,-13,-5,15
C=CCN(CC=C)CCCOc1ccc(C)cc1OC,-2,-2,10,0,-5,-0.2,-1,-4,1
COc1cccc(NC(=S)NN2CCN(C)CC2)c1,-10,-9,17,0,5,0.7,9,-12,-1
COC(=O)C(C)Sc1nnc2n(-c3cccc(C)c3)c(=O)c3c4c(sc3n12)CCCC4 (configuration not stated),-5,16,-6,3,-1,0.8,0,0,0
Cc1ccccc1-c1cc2nc(Oc3ccc4c(c3)OCO4)n(C)c(=O)c2s1,-4,16,-17,-1,-2,-0.4,-15,0,9
O=C(O)C1C2C=CC(C2)C1C(=O)NCc1ccco1 (configuration not stated),1,4,5,0,4,3.3,4,-3,0
COc1ccc(NC(C)C(=O)Nc2cc(C(F)(F)F)ccc2N2CCOCC2)c(OC)c1 (configuration not stated),2,-6,17,-1,0,0.1,-3,-3,-8
COc1ccccc1CCC(=O)Nc1ncc(C)s1,-1,-9,20,1,7,2.0,-6,-2,6
O=S(=O)(Nc1cccnc1)c1cccc(Cl)c1,-3,4,-7,0,11,0.7,8,0,-2
Cc1nc2c(cc(Oc3ccc(S(=O)(=O)N4CCOCC4)cn3)c3ccsc32)s1,-27,-3,-16,11,1,5.5,1,-4,-9
Cc1ccc(C)c(OCC(=O)O/N=C(\N)c2cccc([N+](=O)[O-])c2)c1,3,-12,8,4,-2,0.7,-6,1,-2
Nc1nc(SCc2ccccc2)[nH]c(=O)c1-c1ccccc1,-3,-8,7,1,1,0.3,9,2,-2
COc1cc([C@@H]2CC=C(C(=O)O)[C@H](c3cccc(Cl)c3)N2S(=O)(=O)c2ccc(C)cc2)cc(OC)c1OC,1,-15,5,0,19,1.1,2,-2,5
CCCCn1c(N)c(N(Cc2ccccc2OC)C(=O)CN2C(=O)NC3(CCCC3)C2=O)c(=O)[nH]c1=O,1,2,-4,-1,1,0.4,-8,1,1
CC(OC(=O)C1CC1C)C(=O)Nc1ccc(Cl)cn1 (configuration not stated),-1,3,-14,0,6,-0.6,-2,0,3
Cc1ccc(C(=O)/C=C2/NC(=O)CS2)cc1,-5,-2,8,1,3,0.2,1,-3,5
O=C(COC(=O)CCc1c[nH]c2ccccc12)Nc1ccc([N+](=O)[O-])cc1,-12,-3,16,9,0,4.7,-14,0,-3
Cc1csc(NC(=O)CSc2ccc(-c3ccc(F)cc3)nn2)n1,-2,-10,9,8,7,4.1,3,-2,-5
Cc1[nH]nc(-c2ccc(O)cc2O)c1-c1ccc(Cl)cc1,3,3,18,11,-1,2.3,15,2,2
COc1cccc(CNC(=O)COC(=O)CCCNC(=O)c2ccc(Cl)cc2)c1,-1,-2,6,0,1,-0.8,6,1,0
CCc1nn2c(=O)cc(COc3cccc(NC(=O)c4ccco4)c3)nc2s1,-1,-1,-2,3,5,1.5,1,-2,3

One compound at a time, as listed above:
`CC(=O)Nc1ccc(Nc2cc(C)nc(Nc3ccc(NC(C)=O)cc3)n2)cc1` in the list: CHRM5 PAM = -3; CHO-K1 Ca antag = -3; CHO-K1 Ca PAM = 3; M4 ag = 0; CHRM5 antagonist = 16; M1 ag parental = 0.5; M4 antag = 3; M5 ag = 2; CHRM4 PAM = 2
`COC(=O)C(C)Sc1nnc2n(-c3cccc(C)c3)c(=O)c3c4c(sc3n12)CCCC4` (configuration not stated) in the list: CHRM5 PAM = -5; CHO-K1 Ca antag = 16; CHO-K1 Ca PAM = -6; M4 ag = 3; CHRM5 antagonist = -1; M1 ag parental = 0.8; M4 antag = 0; M5 ag = 0; CHRM4 PAM = 0

The list continues:
smiles,CHRM5 PAM,CHO-K1 Ca antag,CHO-K1 Ca PAM,M4 ag,CHRM5 antagonist,M1 ag parental,M4 antag,M5 ag,CHRM4 PAM
CCOC(=O)/C(=N/Nc1ccccc1)c1csc(Nc2ccccc2)n1,-8,-3,2,-1,8,-0.2,1,-1,1
Cc1ccc(C(C(=O)NC2CCCC2)N2CCCCC2)cc1 (configuration not stated),-1,5,8,0,-1,-0.3,3,-4,-5
COC(=O)CCSCC(=O)Nc1cc(C)on1,3,6,1,1,-10,0.1,7,1,16
Cc1c(N=C2N=C(NC(=O)Nc3ccc(Cl)cc3)c3ccccc32)c(=O)n(-c2ccccc2)n1C,6,-13,19,1,7,0.7,-1,1,1
O=c1[nH]c(=S)[nH]cc1S(=O)(=O)c1cccc(Cl)c1,-1,-8,-3,1,4,-0.1,-1,-2,0
Cc1ccccc1-n1ncc2c(SCC(=O)NC3CCCC3)ncnc21,-4,-7,-10,10,6,14,15,7,-6
Brc1c(-c2ccc3c(c2)OCO3)nc2ncccn12,-2,-7,0,0,1,0.3,-11,1,-3
CC(=O)Nc1ccc(/C=N/NC(=S)NC(C)C)cc1,11,-1,8,6,-3,2.1,-12,5,12
CC(C)=NN1C(=O)c2ccccc2NC1(C)C,12,-11,22,1,-7,1.5,-3,3,-5
O=C(O)c1ccccc1Nc1ccc2nonc2c1[N+](=O)[O-],3,-13,17,-1,-3,0.0,-19,-1,10
c1ccc2c(C3OCC4(CCCCC4)CO3)cccc2c1,4,-1,1,-2,2,-0.7,-3,3,5
COc1ccc(C(=O)CC(CC(=O)c2ccc(OC)cc2)C(=O)O)cc1,5,-10,21,2,5,0.6,-6,-1,11
Cc1ccc(C2CC(C(F)(F)F)n3nc(C(=O)Nc4c(C)n(C)n(-c5ccccc5)c4=O)cc3N2)cc1 (configuration not stated),-17,11,-6,17,18,4.0,-4,4,-13
COc1ccc(C2C3=C(CCCC3=O)Nc3nc(C(F)(F)F)nn32)c(OC)c1OC (configuration not stated),-10,-18,15,0,5,0.6,1,-3,-3
CC(=O)N1CCN(C2=Nc3cccc4cccc2c34)CC1,1,3,-11,0,0,-0.4,-6,-1,12
COc1cccc(-c2nc(NCc3cccnc3)c3ccccc3n2)c1O,-1,-9,7,1,-8,1.3,-5,-7,-7
Cc1nc(NC(=O)C(C)(C)C)sc1C(=O)Cn1cc(CCc2ccccc2)nn1,4,-18,24,2,-1,2.8,-4,4,2
COc1ccc(-c2cc(NC=O)c3ncc(-c4cccc(C(F)(F)F)c4)n3c2)c(OC)c1,-2,5,18,0,12,0.1,-1,-3,1
COc1cc(CN2CCN(CCCc3ccccc3)CC2CCO)cc(OC)c1 (configuration not stated),-3,-13,11,0,7,-0.2,14,-8,-12
Cc1onc(-c2c(Cl)cccc2Cl)c1/C(N)=N/OC(=O)C(C)(C)C,-1,-4,-2,3,5,1.0,-11,-2,-13
CC1=C(C(=O)OCc2ccccc2)C(c2ccccc2)NC(=O)N1CCCC(=O)O (configuration not stated),6,-16,-9,1,1,0.2,-4,1,9
COc1cccc(CNC(=O)c2ccccc2SCC(=O)N2CCCC2)c1,-6,-1,6,5,5,0.8,3,2,-5
COc1cc(/C=C2\SC(=O)N(c3ccc(O)cc3)C2=O)cc(OC)c1OC,8,9,-24,-1,4,-0.4,1,2,4
O=C(Nc1ccccc1C(F)(F)F)c1ccccn1,-4,-7,7,7,14,2.7,4,2,-13
COc1ccc(N2CCN(C(=O)CCS(=O)(=O)c3cccc4nsnc34)CC2)cc1,-1,10,-7,0,6,0.5,15,-2,3
CCOC(=O)Nc1ccccc1C(=O)N1CCOCC1,-2,1,5,1,1,0.5,0,0,2

Compound activity from PubChem.
